PvdQ acylase = blocks Pseudomonas aeruginosa PvdQ acylase activity. purified PvdQ acylase, fluorescence plate reader. hit rate 0.063% among 340,000. inhibition, % at 10 µM; in the data active = inhibition above about 30%, passing the limit was not always enough; inconclusive = no clear call, values can overlap the other calls;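 also: 0% = vehicle neutral wells and 100% = reference inhibitor wells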
Tat export inh = E. coli Tat transport inhibition. E. coli MC4100 TorA-mCherry Tat export, fluorescence. AID 488895. hit rate 0.036% among 340,000. inhibition, % at 10 µM;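 active = mean replicate inhibition at least 50% and at least half of replicates individually reaching 50%; inconclusive = only one of the two criteria met; inactive = neither criterion met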;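 also: exported cargo escapes ClpAP degradation while cytoplasmic cargo is degraded and loses fluorescence; 0% = median of neutral control wells and 100% = median of NaSCN control wells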
CAL PDZ FP = blocks peptide binding to human CAL PDZ domain; purified CAL PDZ, TMR-peptide fluorescence polarization, 1 h; inhibition, % at 20 µM; hit rate 0.02% among 330,000; AID 504414;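 active = highest replicate inhibition of at least 40%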;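 also: plate controls were DMSO neutral control wells for no effect and unlabeled competitor peptide control wells for full effect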
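Test system: purified CerCALP PDZ construct; Compound dosing: one concentration, 20 µM compound; Also added: TMR-labelled reporter peptide T*-PRC34 bound in PDZ groove; Read-out: inhibition from polarization loss; Controls: unlabelled peptide and DMSO controls; Signal: FP readout, S and P plane fluorescence; Incubation: 1 h at RT.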
phage Ecoli inh = E. coli growth loss with phage present | growth absorbance | inhibition, % at 11.9 µM | hit rate 0.26% among 360,000 | AID 651602; in the data active = inhibition above about 11%
Wnt act = Wnt/beta-catenin pathway activation. hit rate 1.2% among 300,000. activation, % at 9.35 µM. AID 743398. Wnt/beta-catenin reporter cell assay, activator, plate reader; in the data active = activation above about 30%, passing the limit was not always enough; inconclusive = no clear call, values can overlap the other calls;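 also: 0% = neutral control wells and 100% = positive control wells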
E coli growth = counter-screen for AddAB inhibitors: E. coli growth inhibition. E. coli V3065 growth, OD600 absorbance, 18 h. inhibition, % at 11.9 µM. hit rate 0.27% among 330,000. AID 449728;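 active = inhibition above the campaign's mean inhibition across all tested compounds plus 3 SD, cut at about 9.9% in these data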;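 also: uninfected addAB+ strain grown without phage in ampicillin broth; 0% = DMSO wells and 100% = ciprofloxacin 0.95 µg/ml wells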
DAGLB inhibitor = blocks human DAGLB lipase activity | Q8NCG7 | inhibition, % at 5.17 µM | hit rate 0.059% among 340,000 | HEK293T DAGLB membrane lysate, EnzChek fluorogenic substrate | AID 504411; in the data active = inhibition above about 34%;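 also: 0% = enzyme with vehicle and 100% = wells lacking enzyme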
Target sequence (Q8NCG7 whole entry, looked up): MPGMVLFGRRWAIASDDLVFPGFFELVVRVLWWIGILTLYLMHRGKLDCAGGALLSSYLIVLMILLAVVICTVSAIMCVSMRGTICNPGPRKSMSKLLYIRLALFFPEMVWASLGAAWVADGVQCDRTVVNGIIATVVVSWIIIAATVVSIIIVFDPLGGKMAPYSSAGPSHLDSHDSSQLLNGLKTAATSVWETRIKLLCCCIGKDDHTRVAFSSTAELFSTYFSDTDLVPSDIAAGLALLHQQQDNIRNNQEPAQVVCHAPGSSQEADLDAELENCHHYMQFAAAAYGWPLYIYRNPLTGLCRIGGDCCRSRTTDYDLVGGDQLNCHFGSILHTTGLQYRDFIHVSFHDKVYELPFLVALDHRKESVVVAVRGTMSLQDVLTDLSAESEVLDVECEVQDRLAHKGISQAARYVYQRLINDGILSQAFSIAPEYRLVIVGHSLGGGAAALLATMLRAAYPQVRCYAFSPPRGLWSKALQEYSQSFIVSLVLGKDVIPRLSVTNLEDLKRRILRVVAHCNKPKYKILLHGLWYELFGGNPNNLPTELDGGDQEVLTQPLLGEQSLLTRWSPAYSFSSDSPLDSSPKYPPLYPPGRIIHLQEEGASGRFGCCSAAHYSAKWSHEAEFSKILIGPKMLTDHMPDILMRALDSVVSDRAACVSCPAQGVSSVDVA
AddAB inh = less growth of phage-infected E. coli with AddAB | inhibition, % at 11.9 µM | E. coli expressing H. pylori AddAB, absorbance growth | hit rate 0.29% among 330,000 | AID 435030; in the data active = inhibition above about 12%;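 also: 0% = vehicle wells of infected cells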
Rtt109 HAT inh = blocks Candida albicans Rtt109/Vps75 acetyltransferase activity; Q5AAJ8; hit rate 0.16% among 330,000; purified Rtt109/Vps75, ThioGlo CoA-SH fluorescence, 4 h; inhibition, % at 34.9 µM;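 active = inhibition of at least 50% in every replicate; inconclusive = best replicate reaches 50% inhibition but some replicates fall short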
PfHsp90 yeast 2 = inhibits growth of yeast expressing Plasmodium falciparum Hsp90 | S. cerevisiae expressing PfHsp90, BacTiter-Glo ATP, 48 h; yeast lacking PDR1 and PDR3 efflux regulators | hit rate 0.32% among 310,000 | AID 504621 | inhibition, % at 9.4 µM;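 active = every replicate shows inhibition above about 80%, whatever the replicate mean, limit read from the data; inconclusive = mean inhibition reaches the set limit but some replicate falls short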;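 also: 0% = DMSO neutral controls and 100% = 20 µM radicicol positive controls; yeast relying on Plasmodium falciparum Hsp90 in place of its own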
Active calls of the source: *; ? = inconclusive; / = not tested or not shown.

The line under a structure holds: Wnt act	PfHsp90 yeast 2	E coli growth	Rtt109 HAT inh	DAGLB inhibitor	PvdQ acylase	phage Ecoli inh	AddAB inh	CAL PDZ FP	Tat export inh
CC1CCCN(C(=O)COC(=O)c2cc(Br)ccc2O)C1 (stereo not drawn)
    3	17	1.9	-4	-3	-2	-1.6	0.8	0.3	3
CCCCCN(C(=O)CCC(=O)OCc1ccc(Cl)cc1Cl)c1c(N)n(CCCC)c(=O)[nH]c1=O
    -3	27	-1.0	11	10	-5	1.8	-1.6	-1.3	4
COCCSc1nnc(NC(=O)C2CC(=O)N(C3CCCC3)C2)s1 (stereo not drawn)
    0	7	0.3	13	0	7	1.0	1.2	-4.0	6
CC(OC(=O)c1oc2ccccc2c1COc1ccccc1)C(N)=O (stereo not drawn)
    -2	20	-1.4	10	-2	-10	4.3	1.2	-2.5	-5
Cc1onc(COc2ccccc2O)c1Br
    3	/	0.1	0	-3	-10	3.5	1.6	-2.2	0
O=C(O)CSC(=S)N1CCCC1
    -2	5	-2.1	0	-1	-7	2.2	-1.7	-1.4	-2
COC(=O)c1sc(NC(=O)c2csc3c2CCCC3)nc1C
    /	-41	-0.2	2	-11	-8	4.6	2.1	-3.2	2
CCc1c(C)nc2[nH]nc(NC(=O)C(F)(F)F)n2c1=O
    -4	-28	0.9	-2	-2	-9	1.7	2.1	-2.0	5
O=c1[nH]c(-c2ccccc2)ncc1Oc1ccccc1
    0	/	-1.5	/	/	/	3.3	-1.7	/	/
CCN(C(=O)C1CCCN(c2nc(-c3ccc(OC)cc3)no2)C1)c1ccccc1F (stereo not drawn)
    -2	10	4.0	11	-4	-8	1.0	22*	-1.6	2
CCOc1ccc(NC(=O)Cc2c(C(=O)O)n(C)c3ccccc23)cc1
    -3	-14	1.7	-1	0	-19	3.6	1.1	-1.3	-14
Cc1cc(C)c2[nH]c(=O)c(CN(CC3CCCO3)C(=S)NCc3ccco3)cc2c1 (stereo not drawn)
    1	-9	-1.1	3	4	15	5.6	-0.7	-0.4	-3
CC(=O)c1ccc(NC(=O)CC(NCCC2=CCCCC2)C(=O)O)cc1 (stereo not drawn)
    -2	9	0.5	-4	2	-4	4.3	-0.3	-2.8	-5
CCc1ccc(N2CC34C=CC(O3)C(C(=O)OC(C)C)C4C2=O)cc1 (stereo not drawn)
    2	34	-1.9	-4	-1	-12	2.3	2.9	-0.2	?
Cc1ccc(/C=C/C(=O)Nn2cnnc2)cc1
    -1	16	-2.5	10	-1	-17	3.5	2.1	-0.6	0
Nc1nnc(SCC(=O)Nc2cccc(S(=O)(=O)N3CCCCC3)c2)s1
    -2	8	-1.1	18	-4	0	4.2	-0.6	-0.3	-3
Cc1ccc(CNCC(=O)Nc2cccc(S(=O)(=O)NC3=NCCCCC3)c2)cc1
    0	-40	0.3	10	0	-10	2.1	-1.8	-0.6	-4
Nc1cc(N)nc(SCc2ccccc2)n1
    18	/	2.5	/	2	-8	4.0	3.2	-2.4	5
CCCOc1ccc(/C(O)=C2/C(=O)C(=O)N(CCCn3ccnc3)C2c2cccs2)cc1 (stereo not drawn)
    4	-3	-0.6	1	0	-13	1.4	0.8	-2.6	2
CN(CC1CCCN(CCc2ccc(Cl)cc2)C1)C(=O)CC(F)(F)F (stereo not drawn)
    0	8	-0.2	4	-6	-18	1.5	4.3	-0.4	4
COC(=O)CSc1nnc(C)n1-c1ccc(C)cc1
    /	0	0.2	-3	0	-7	3.0	0.9	-1.5	3
CC(=O)Nc1ccc(NC(=O)CCn2cnnn2)cc1
    1	0	0.8	-8	1	-10	2.5	1.9	-0.4	0
CCn1ncc([N+](=O)[O-])c1C(=O)Nc1ccc(C(=O)N2CCCCC2)cc1
    /	24	-0.8	3	-1	-6	4.0	5.1	-0.7	-2
O=C(Cc1ccccc1)N1CCN(S(=O)(=O)c2ccc([N+](=O)[O-])cc2)CC1
    2	-4	0.8	15	-2	21	2.4	1.3	-0.6	-3
CCc1cc2c(=O)c(-c3nc4ccccc4n3C)coc2c(CN2CCOCC2)c1O
    -1	-9	-1.8	-12	-1	-15	5.7	1.0	-2.7	-1
C[C@H]([C@H](O)c1ccccc1)N(C)C(=O)CN
    -2	8	2.3	-5	2	-12	-1.2	0.0	0.4	-2
CC(=O)Nc1ccc(NC2=Nc3ccccc3N3C2=Nc2c(c(C)nn2-c2ccccc2)C3c2ccccc2)cc1 (stereo not drawn)
    14	-14	-3.0	11	5	6	1.3	2.1	-0.1	8
CCOC(=O)N1CCN(C(=O)C2CCCN(S(=O)(=O)c3ccc(OCC)cc3)C2)CC1 (stereo not drawn)
    -2	0	0.0	10	0	-7	-2.3	0.6	-1.0	-1
Cc1ccc(NCN2C(=O)C(=O)c3ccccc32)nc1
    -2	-13	0.4	1	-1	-6	3.7	0.3	-0.3	-5
CS(=O)(=O)Nc1ccc(C2=NN(C(=O)CCCC(=O)O)C(c3cccs3)C2)cc1 (stereo not drawn)
    1	13	1.2	4	-3	15	1.4	1.7	-1.0	2

Given as tab-separated lines: entries from further up.
molecule	Wnt act	PfHsp90 yeast 2	E coli growth	Rtt109 HAT inh	DAGLB inhibitor	PvdQ acylase	phage Ecoli inh	AddAB inh	CAL PDZ FP	Tat export inh
CCc1cc2c(=O)c(-c3nc4ccccc4n3C)coc2c(CN2CCOCC2)c1O	-1	-9	-1.8	-12	-1	-15	5.7	1.0	-2.7	-1
C[C@H]([C@H](O)c1ccccc1)N(C)C(=O)CN	-2	8	2.3	-5	2	-12	-1.2	0.0	0.4	-2

Shown with tabs: part of the list above.
Molecule	Wnt act	PfHsp90 yeast 2	E coli growth	Rtt109 HAT inh	DAGLB inhibitor	PvdQ acylase	phage Ecoli inh	AddAB inh	CAL PDZ FP	Tat export inh
Cc1ccc(/C=C/C(=O)Nn2cnnc2)cc1	-1	16	-2.5	10	-1	-17	3.5	2.1	-0.6	0
Nc1nnc(SCC(=O)Nc2cccc(S(=O)(=O)N3CCCCC3)c2)s1	-2	8	-1.1	18	-4	0	4.2	-0.6	-0.3	-3
Cc1ccc(CNCC(=O)Nc2cccc(S(=O)(=O)NC3=NCCCCC3)c2)cc1	0	-40	0.3	10	0	-10	2.1	-1.8	-0.6	-4

(cont.)
The line under a structure holds: Wnt act	PfHsp90 yeast 2	E coli growth	Rtt109 HAT inh	DAGLB inhibitor	PvdQ acylase	phage Ecoli inh	AddAB inh	CAL PDZ FP	Tat export inh
CCc1cccc(NC(=O)C2CCN(c3ncnc4sc(C)c(C)c34)CC2)c1
    -1	3	-0.6	-6	-4	4	0.3	0.7	-2.0	12
CC/C(=C\C(=O)c1ccncc1)Nc1ccc(Br)cc1
    /	-1	-2.3	-8	-1	-2	1.5	-1.7	-0.7	-5
O=C(Nc1ccc(Cc2ccncc2)cc1)c1ccc(Cl)c([N+](=O)[O-])c1
    -1	3	-0.7	-15	-1	-4	2.7	5.0	-0.4	-1
CCOc1ccc(-c2nc(CSc3nncs3)cs2)cc1OC
    3	-17	-0.6	-4	-5	-14	2.8	-0.8	-1.0	4
COc1cc(C2c3cc4c(cc3OC(NNC(N)=S)C2C)OCO4)cc(OC)c1OC (stereo not drawn)
    -22	60	/	10	-2	9	-1.6	/	-0.5	3
COC(=O)CSC(=S)N1CCCC(C)C1 (stereo not drawn)
    -3	11	1.4	-9	-1	10	2.1	2.1	-0.4	-7
CN(C)C(=O)c1ccc(NC(=O)c2cccnc2)cc1
    0	/	0.6	-10	0	-6	1.5	3.3	-4.8	-12
CN1C(=O)/C(=C2/C=Cc3ccccc3N2CCCS(=O)(=O)O)SC1=S
    -4	13	-0.5	37	17	-1	0.6	2.3	0.0	0
CCn1c(CNC(=O)c2cccs2)nnc1SCC(=O)Nc1ccc(Cl)cc1
    -3	19	-1.4	-3	-1	-1	-3.8	1.9	-0.7	5
O=c1[nH]c(NCc2ccco2)nnc1Cc1ccccc1Cl
    -9	10	-2.3	4	-1	-17	2.8	-3.9	-1.1	-9
Cc1cc(=O)cc(C)n1-c1ccccc1N1CCOCC1
    -6	/	1.7	-8	0	3	0.0	3.1	-0.3	-1
CCOC(=O)C1CCCCN1C(=O)c1ccc2nc(Cc3ccc(OC)cc3)oc2c1 (stereo not drawn)
    0	4	-0.8	-15	-1	-8	1.1	0.1	-0.9	-2
COC(=O)c1ccc(NCc2cc(O)ccc2O)cc1O
    -25	-13	/	10	2	-9	4.4	/	-0.6	6
Nc1ncc2c(n1)CC(c1ccco1)CC2=O (stereo not drawn)
    /	5	1.4	6	-1	15	1.6	3.1	-2.8	5
O=C(NNc1ncnc2c1cnn2-c1ccccc1)c1ccco1
    0	19	0.4	1	0	-4	2.6	-1.2	-3.1	-7
CSc1cccc(NC(=O)C2CCN(S(=O)(=O)c3cnc[nH]3)CC2)c1
    -3	1	-0.5	1	1	-5	4.1	2.9	-2.5	-1
COC(=O)c1c(NC(=O)CN2CCN(Cc3ccc4c(c3)OCO4)CC2)sc(C)c1C
    /	-50	0.6	-24	-3	-17	1.5	2.1	2.4	7
Cc1ccc(-n2nc3c(=O)n(CC(=O)NCCC4=CCCCC4)nc(C)c3c2C)cc1
    0	8	1.9	-29	1	-15	3.8	0.5	-3.9	-7
O=C(Nc1ncn[nH]1)c1cc(S(=O)(=O)Nc2ccc(Cl)cc2)ccc1Cl
    3	3	-0.2	0	2	-2	1.4	3.2	-1.0	-11
CCn1nnc(NC(=O)C(c2ccccc2)c2ccccc2)n1
    0	1	2.3	14	0	8	3.8	0.8	0.3	14
COc1ccc(C(C)=O)cc1CSc1nnc(-c2ccncc2)n1C
    0	-3	1.0	4	-1	17	0.1	1.3	-1.4	-7
CCCCN(CCCC)C(=O)C[n+]1cccc(/C=N/O)c1
    -2	1	-0.5	-9	2	-12	5.5	2.8	-2.4	-5
